# Bioassay records: PubChem, National Center for Advancing Translational Sciences (NCATS)
# TRb-SRC2 inh – TRbeta-SRC2 interaction inhibition; P10828; TRbeta-SRC2 peptide binding, fluorescence polarization; receptor liganded with 1 µM T3; Potency, µM (top dose mostly 106 µM), for inactives: at the top dose activity change, negative = inhibition, actives largely listed as inhibitors; actives 0.065% (n = 280,000); AID 1469;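 also: plate controls were bound peptide for no effect and peptide without receptor for full effect; nearly all actives have a fitted effect of over 50% in size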
#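 Binding of a 20-amino-acid Texas Red SRC2 peptide (20 nM) to TRb ligand-binding domain (0.6 uM) with agonist T3 at 1 uM was followed by fluorescence polarization after a 5 hr room-temperature incubation.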
# Tau FP inhib – inhibitors of human tau fibril formation; K18 P301L tau heparin fibrillization, Alexa594 FP, 6 h; Potency, µM (series often up to 57.7 µM), for the others: top-dose activity, negative = inhibition, actives largely listed as inhibitors; actives 0.39% (n = 280,000); also: nearly all actives have a fitted effect of over 55% in size
# Target sequence (P10636 561-689 P618L limits assumed): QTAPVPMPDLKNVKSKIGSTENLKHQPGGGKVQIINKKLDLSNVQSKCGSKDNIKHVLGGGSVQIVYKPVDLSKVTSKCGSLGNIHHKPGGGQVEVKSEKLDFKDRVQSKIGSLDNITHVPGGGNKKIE
#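 Steps: dispense K18 P301L tau (15 uM plus 0.24 uM Alexa 594 tracer, final) in pH 7 sodium acetate; add compound; add heparin (20 uM final); incubate 6 hr, 37 C; add ThT (30 uM final); after 1 hr ambient, read FP.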
# TexasRed fluor – alters Texas Red total fluorescence, flagging assay interference. TRb/SRC2 Texas Red total fluorescence interference. Potency, µM (titrated, usually from 106 µM), inactives show at the highest dose fluorescence change, negative = quenching. AID 1479. actives 0.29% (n = 280,000); active = well fitted curve in either direction with a large enough effect; inconclusive = small, poorly fitted or top-dose-only effect
#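 Human TRβ ligand-binding domain (0.6 uM) and Texas Red SRC2 peptide (20 nM) in Tris buffer with 1 uM T3 and 5% DMSO were incubated with pinned compound for 5 hr at ambient temperature. Total fluorescence was computed as S + 2P (555/632 nm).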
# Tau fluor counter – counter-screen for tau fibril formation inhibitors; tau K18 P301L Alexa594 fluorescence, heparin fibrillization; Potency, µM (highest dose often 57.7 µM), for inactives: top-dose activity change, negative = decrease; actives 0.93% (n = 280,000); AID 1463; also: nearly all actives have a fitted effect of over 55% in size
#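 Human K18 P301L tau (15 uM unlabeled plus 0.24 uM Alexa 594-labeled, final) in 100 mM sodium acetate pH 7 was mixed with compound and 20 uM heparin and incubated 6 hr at 37 C.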
# L3MBTL1 inh – L3MBTL1 (human) inhibition; Q9Y468; AlphaScreen L3MBTL1–H3K9me1 peptide binding; Potency, µM (highest dose often 57.1 µM), for the others: top-dose activity, negative = inhibition, actives largely listed as inhibitors; actives 0.66% (n = 230,000); AID 485360; also: nearly all actives have a fitted effect of over 60% in size
# Target sequence (Q9Y468 whole entry, looked up): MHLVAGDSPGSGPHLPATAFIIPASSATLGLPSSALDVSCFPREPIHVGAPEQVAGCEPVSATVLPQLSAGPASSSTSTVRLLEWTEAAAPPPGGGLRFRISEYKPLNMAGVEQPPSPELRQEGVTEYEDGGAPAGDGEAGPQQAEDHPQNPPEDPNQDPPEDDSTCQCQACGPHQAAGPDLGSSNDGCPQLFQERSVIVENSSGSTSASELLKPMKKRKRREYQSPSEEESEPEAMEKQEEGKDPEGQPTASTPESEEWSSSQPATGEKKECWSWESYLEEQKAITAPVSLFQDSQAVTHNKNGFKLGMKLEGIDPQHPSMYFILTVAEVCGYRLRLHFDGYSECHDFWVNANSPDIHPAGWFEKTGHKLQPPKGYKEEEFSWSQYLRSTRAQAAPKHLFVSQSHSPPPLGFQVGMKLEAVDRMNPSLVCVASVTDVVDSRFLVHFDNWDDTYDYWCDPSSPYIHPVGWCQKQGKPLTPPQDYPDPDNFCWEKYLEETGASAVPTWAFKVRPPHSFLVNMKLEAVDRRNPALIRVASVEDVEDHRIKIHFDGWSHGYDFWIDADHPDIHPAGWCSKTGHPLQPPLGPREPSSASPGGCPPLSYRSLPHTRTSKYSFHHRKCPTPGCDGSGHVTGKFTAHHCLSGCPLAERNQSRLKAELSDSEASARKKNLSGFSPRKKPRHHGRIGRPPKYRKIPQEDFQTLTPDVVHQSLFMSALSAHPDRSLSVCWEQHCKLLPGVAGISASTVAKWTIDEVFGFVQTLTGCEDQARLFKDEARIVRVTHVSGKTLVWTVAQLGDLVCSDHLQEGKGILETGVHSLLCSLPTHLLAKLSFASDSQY
#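 First, the protein-peptide complex forms for 30 min at room temperature (L3MBTL1 50 nM, biotinylated H3K9me1 peptide 75 nM). Next, compounds are pin-transferred and incubated 30 min. Finally, AlphaScreen beads are added and read after 30 min.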
# ALDH1A1 inh – ALDH1A1 (human) enzyme inhibition; P00352; Purified ALDH1A1, NADH fluorescence, propionaldehyde substrate; Potency, µM (titrated, usually from 75.3 µM), for the others: at the highest dose activity, negative = inhibition, most hits filed as inhibitors; actives 7.3% (n = 220,000); AID 1030; active = well fitted inhibition curve with a large enough effect, not every such curve was filed as active; inconclusive = small, poorly fitted or top-dose-only effect, or another doubt; inactive = no such curve, though single readings can be large or run the other way;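 also: plate controls were no enzyme wells and a reference inhibitor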
# Tau fibril ThT – blocks human tau fibril formation measured by thioflavin T. recombinant tau K18 P301L (four-repeat tau fragment), heparin-induced fibrillization, ThT fluorescence. actives 2.1% (n = 270,000). Potency, µM (titrated, usually from 57.4 µM), for the others: at the highest dose activity, negative = inhibition, actives largely listed as inhibitors; also: nearly all actives have a fitted effect of over 55% in size
#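 Heparin-induced fibrillization of the P301L-mutant K18 repeat-domain fragment of human tau was followed by ThT binding in quantitative high-throughput format.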
# GLA spleen mod – inhibitors or activators of human alpha-galactosidase in spleen homogenate; P06280; Potency, µM (doses to about 80 µM), without a hit: at the highest dose activity change, negative = inhibition, usual class: inhibitors; human spleen homogenate, 4MU-alpha-Gal fluorescence, 40 min; AID 2107; actives 0.008% (n = 240,000);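 also: 0% = enzyme with vehicle and -100% = no enzyme basal signal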
#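 qHTS titration in buffer at pH 5.0. Alpha-galactosidase activity in spleen homogenate was measured via 4-methylumbelliferone release from 1 mM fluorogenic substrate after 40 min at 37C and a pH 10 stop. AC50 came from Hill fits of control-normalized data.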
# The depositor's hits bear a star; ? = inconclusive; · = not tested or not shown; & = joins results of further samples; [ ] = remark or other dose. Unless noted, calls follow the shape of the dose curve; as a rule, active = well fitted curve in the direction sought with a large enough effect; inconclusive = small, poorly fitted or top-dose-only effect, or another doubt; inactive = no such curve, though single readings can be large; an effect the other way counts as inactive or inconclusive. Unless noted, % is scaled to controls: 0 for no effect and ±100 for the full control effect; potency is read from the fitted curve at half-maximal effect.
SMILES,TRb-SRC2 inh,Tau FP inhib,TexasRed fluor,Tau fluor counter,L3MBTL1 inh,ALDH1A1 inh,Tau fibril ThT,GLA spleen mod
Cc1onc(-c2ccccc2)c1C(=O)N/N=C/c1cccs1,0%,0%,1%,3%,-5%,?,5%,-3%
Cc1ccc(N2C(=O)C(Cl)=C(N3CCN(C)CC3)C2=O)c(C)c1,2%,25µM*,-1%,?,7%,-11%,14µM*,4%
CC1CCN(C(=O)CN(c2ccccc2)S(=O)(=O)N(C)C)CC1,-2%,-1%,2%,3%,7%[11.4 µM],0%,3%,3%
Cc1c(C(=O)Nc2ccncc2)sc2nc(-c3ccc(F)cc3)cn12,6%,?,-4%,-7%,9%,6%,-13%,1%
O=C(Cc1ccc(F)cc1)N1CCN=C1SCc1cccc([N+](=O)[O-])c1,0%,-5%,0%,?,-3%,-9%,?,-5%
CCCCCCC1=Cc2cc(OC)c(OC)cc2C(CC(=O)/C=C/OC)O1 (stereo unspecified),3%[11.2 µM],1%[11.6 µM],-1%[11.2 µM],-12%[11.6 µM],·,-2%[13.5 µM],-26%[11.5 µM],2%[17.5 µM]
CCC(C)n1c(-c2cc(OC)c(OC)c(OC)c2)nc2nc3ccccc3nc21 (stereo unspecified),-7%,1%,-7%,-3%,22%,?,?,26%
O=C(COC(=O)c1cc(=O)[nH]c2ccccc12)NC1CCCCCCC1,-7%,5%,0%,-10%,8%,?,-6%,2%
NS(=O)(=O)c1ccc(NC(=O)COc2ccc(C(=O)c3ccc(F)cc3)cc2)cc1,-4%,?,0%,-17%,·,·,-15%,6%
CCNc1nc(N)c(C(=O)c2ccc(Cl)s2)s1,0%,8%,-8%,?,·,-6%,13µM*,3%

# Three entries drawn at random from those above:
SMILES,TRb-SRC2 inh,Tau FP inhib,TexasRed fluor,Tau fluor counter,L3MBTL1 inh,ALDH1A1 inh,Tau fibril ThT,GLA spleen mod
Cc1c(C(=O)Nc2ccncc2)sc2nc(-c3ccc(F)cc3)cn12,6%,?,-4%,-7%,9%,6%,-13%,1%
CC1CCN(C(=O)CN(c2ccccc2)S(=O)(=O)N(C)C)CC1,-2%,-1%,2%,3%,7%[11.4 µM],0%,3%,3%
CCC(C)n1c(-c2cc(OC)c(OC)c(OC)c2)nc2nc3ccccc3nc21 (stereo unspecified),-7%,1%,-7%,-3%,22%,?,?,26%

# Additional structures follow:
SMILES,TRb-SRC2 inh,Tau FP inhib,TexasRed fluor,Tau fluor counter,L3MBTL1 inh,ALDH1A1 inh,Tau fibril ThT,GLA spleen mod
NC(=O)CC[C@@H]1NC(=O)C(Cc2ccc(O)cc2)NC(=O)c2cc([N+](=O)[O-])cc(F)c2NCCC[C@@H](C(N)=O)NC1=O (stereo partly specified),3%,-1%,1%,-13%,1%,3%,-14%,-3%
CC(C)C(c1nnnn1C1CCCCC1)N1CCc2ccccc21 (stereo unspecified),-12%,12%,-5%,-17%,·,-4%,-19%,-3%
COc1ccc(N2CCN(CCCNC(=O)Nc3ccccc3)CC2)cc1,-6%&-27%,8%&8%,-2%&0%,-16%&-12%,·,?,-16%&-8%,-3%
Cc1ccc2c(c1)C(c1ccccc1)CC(=O)O2 (stereo unspecified),-6%,-2%,5%,-6%,24%,·,-4%,5%
COC(C[C@@H](O)[C@@H](C)[C@@H](O)COCc1ccccc1)OC,4%,-1%,1%,5%,·,·,-1%,-7%
CCOC(=O)C1C(=O)OC2(CCOC(C)(C)C2)C1C(=O)OCC (stereo unspecified),1%,-5%,1%,-4%,·,4%,-11%,-11%
CN(C)C(CNC(=O)c1ccc(S(=O)(=O)NCc2ccco2)cc1)c1ccccc1 (stereo unspecified),-2%,4%,-1%,5%,-1%,11%,-1%,-2%
O=C(/C=C/c1ccc(Cl)cc1)NC(=S)Nc1ccc(CN2CCOCC2)cc1,-2%,-9%,-1%,-1%,-9%,-3%,8%,6%
OC(C#CCN1CCOCC1)(c1ccccc1)C1CCCCC1 (stereo unspecified),·,2%,·,5%,7%,4%,5%,2%
CCSc1nnc(-c2ccc(S(=O)(=O)N3CCOCC3)cc2)n1CC1CCCO1 (stereo unspecified),-4%,1%,2%,1%,4%,?,-8%,4%

# Single values from the list.
# Value for Cc1onc(-c2ccccc2)c1C(=O)N/N=C/c1cccs1 under Tau FP inhib: 0%
# Value for CC(C)C(c1nnnn1C1CCCCC1)N1CCc2ccccc21 (stereo unspecified) under TRb-SRC2 inh: -12%
# Value for COc1ccc(N2CCN(CCCNC(=O)Nc3ccccc3)CC2)cc1 under TRb-SRC2 inh: -6%&-27%
# Value for CC1CCN(C(=O)CN(c2ccccc2)S(=O)(=O)N(C)C)CC1 under GLA spleen mod: 3%

# (next part)
SMILES,TRb-SRC2 inh,Tau FP inhib,TexasRed fluor,Tau fluor counter,L3MBTL1 inh,ALDH1A1 inh,Tau fibril ThT,GLA spleen mod
CSc1scc2c1-c1nc(SCC(=O)C(C)(C)C)ncc1CC2,-5%,-2%,-6%,?,29%,?,-16%,8%
CCOc1cccc(N2C(=O)CC(n3cnc4ccccc43)C2=O)c1 (stereo unspecified),-1%,-4%,0%,1%,10%,-11%,-6%,5%
CC(=O)c1c(C)[nH]c(=S)c(C#N)c1-c1ccc(F)cc1,-5%,4%,1%,8%,-3%,·,3%,7%
COC(=O)C(C)N=Cc1ccccc1 (stereo unspecified),-3%,8%,-7%,5%,0%,6%,4%,-13%
CC1=C(C#N)C(=O)OC(C)(C)C1,?,7%,45µM*[fluorescent],10%,-1%,-10%,2%,1%
Cc1c(C(=O)O)nn(-c2ccccc2)c(=O)c1C#N,4%,9%,-5%,5%,0%,-7%,-2%,0%
O=C(O)C(Cc1ccccc1)NS(=O)(=O)c1ccc2c(c1)OCCO2 (stereo unspecified),-8%,4%,-1%,4%,5%,0%,5%,-1%
CC(=O)c1cc(-c2ccccc2)n(CCC(=O)NCc2cccs2)c1C,-4%,2%,-7%,-7%,2%[11.4 µM],-10%,-13%,-4%
O=C(CNC(=O)c1ccccc1)N/N=C/c1ccccc1Cl,-3%,0%,0%,1%,0%,5%,-3%,-1%
O=C1CCCC(O)=C1C(C#Cc1ccccc1)C1=C(O)CCCC1=O,1%,-10%,-1%,?,1%,6.3µM*,?,-4%
COc1ccc(N2CCN(C(=O)c3cc4c(s3)-c3c(C)cccc3OC4)CC2)cc1,-3%,0%,?,-11%,·,·,-11%,·
Cc1cc(C)n(-c2c(F)c(F)c(CN3CCCCC3)c(F)c2F)n1,-2%,6%,1%,7%,-15%,4%,-5%,-9%
O=C(COC(=O)c1ccc[n+]([O-])c1)Nc1c(Br)cc([N+](=O)[O-])cc1Br,-6%,6%,0%,-6%,2%,6%,-7%,2%
CCc1ccccc1NC(=O)c1cc(S(=O)(=O)N(CC)c2ccccc2)ccc1F,3%,2%,0%,-20%,·,·,-12%,·
CCOc1ccc(CNC(=O)c2cnc3sc(N(CC)CC)nn3c2=O)cc1OC,-7%,-10%,-5%,-6%,·,·,-2%,·
O=C(Nc1ccc2oc(-c3ccccc3)nc2c1)c1ccncc1,0%,-5%,2%,-17%,7%,?,?,-2%
Cc1cc(C)c2[nH]c(=O)c(C(c3nnnn3CC3CCCO3)N3CCC(C)CC3)cc2c1 (stereo unspecified),0%,-13%,3%,-15%,·,?,-24%,-11%
CN(Cc1ccccc1)C(=O)c1ccc(Cl)c([N+](=O)[O-])c1,5%,10%,-3%,-1%,-4%,-2%,0%,5%
CCOc1ccccc1NC(=O)C(C)CC (stereo unspecified),-1%,3%,1%,0%,50%[activator],2%,6%,-13%
Cc1nc(SCC(=O)NCCc2ccc(Cl)cc2)nc(C)c1C,-9%,-4%,-5%,-3%,5%,9%,-8%,2%
CC1CN(CCCOc2ccc([N+](=O)[O-])cc2)CC(C)O1 (stereo unspecified),-5%,4%,-1%,-9%,3%,?,-11%,-1%
O=C(c1ccncc1)N1CCN(c2ccc(F)cc2)CC1,-10%,1%,-7%,-2%,·,-5%,-2%,0%
Cc1c(C(=O)N2CCC(C)CC2)c(S(=O)(=O)N2CCN(c3cccc(Cl)c3)CC2)c(C)n1C,7%,7%,0%,-4%,·,·,-7%,·
O=C(c1cc(Cl)nc2ccccc12)N1CCc2ccccc2C1,4%,-5%,-3%,-10%,·,-4%,-7%,2%
Cc1ccnc(SCC(=O)c2cc3ccccc3o2)n1,0%,2%,0%,-1%,7%,-2%,-4%,0%
CC(C)N(C)C(=O)CCc1nnc(CCc2c[nH]c3ccccc23)o1,7%,1%,-2%,-1%,2%,4%,-5%,-2%
CCn1c(N)c(C(=O)NCc2cccnc2)sc1=S,-4%,-2%,-4%,-2%,-1%,1%,-10%,-4%
CC1CCN(c2ccc(-c3nc(-c4ccccc4)no3)cc2[N+](=O)[O-])CC1,-1%,4%,-2%,2%,·,·,-3%,·
O=C(NCCc1c[nH]c2ccccc12)C1CCC(Cn2c(=S)[nH]c3ccccc3c2=O)CC1 (stereo unspecified),1%,0%,-3%,4µM*[quencher],·,8%,?,2%
O=C(CCN1CCN(c2ccccc2)CC1)NNC(=S)Nc1ccccc1,5%,-3%,-3%,-12%,-25%,-7%,-15%,-3%
Cc1[nH]c(=O)c(C#N)cc1-c1ccc2nccn2c1,-12%&-3%,-5%,-1%&-5%,-2%,·,-6%,6%,-5%&5%
O=C(O)/C=C(\CC(=O)O)C(=O)O,-2%,2%,-1%,-3%,·,0%[13.5 µM],-13%,-5%
